Bioassay records (PubChem BioAssay)
MazEF act: activators of E. coli MazEF toxin-antitoxin RNase, primary screen, biochemical, fluorescence, uHTS; FAM/BHQ RNA-DNA oligo cleavage fluorescence, 5 h; activation, % at 20 µM; actives 0.32% (n = 350,000); AID 504720, 2011; in the data active means activation above about 50%
Target sequence (P0AE70 whole entry, looked up): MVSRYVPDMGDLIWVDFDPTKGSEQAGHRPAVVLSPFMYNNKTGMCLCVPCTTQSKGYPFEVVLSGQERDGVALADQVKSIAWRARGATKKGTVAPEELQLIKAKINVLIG
Mtb UGM inh: M. tuberculosis UGM enzyme inhibitors, primary screen, biochemical, fluorescence polarization, single point. actives 0.06% (n = 320,000). purified UGM, fluorescence polarization probe displacement. inhibition, % at 10 µM. UDP-galactopyranose mutase (Mycobacterium tuberculosis (strain ATCC 25618 / H37Rv)), …; in the data active means inhibition above about 10%, passing the limit was not always enough; inconclusive means no clear call, values can overlap the other calls
PrPC surface inh: inhibitors of human cell surface prion protein PrPC, primary screen, cell-based, TR-FRET | Major prion protein (Homo sapiens), P04156 | TR-FRET read-out | inhibition, % at 13.8 µM | actives 0.43% (n = 370,000) | AID 720596, 2013; in the data active means inhibition above about 24%; further: 0% = median of the test wells and 100% = reference compound wells
BoNT-F LC inh: BoNT/F light chain protease inhibitors, primary screen, biochemical, flow cytometry, MLPCN library. Multiplex microsphere protease cleavage assay. inhibition, % at 10 µM. actives 0.22% (n = 360,000). AID 588497, 2011; in the data active means inhibition above about 35%, passing the limit was not always enough; inconclusive means no clear call, values can overlap the other calls; further: plate controls were buffer without enzyme for full effect and enzyme alone for no effect
Rv3671c protease: Rv3671c serine protease inhibitors, primary screen, biochemical, fluorescence polarization, M. tuberculosis H37Rv | P9WHR9 | inhibition, % at 5.96 µM | actives 0.048% (n = 320,000); in the data active means inhibition above about 38%;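 further: extracellular domain of Rv3671c used as enzyme; 0% = enzyme with DMSO and 100% = no enzyme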
Target sequence (P9WHR9 whole entry, looked up, the tested form may be a part): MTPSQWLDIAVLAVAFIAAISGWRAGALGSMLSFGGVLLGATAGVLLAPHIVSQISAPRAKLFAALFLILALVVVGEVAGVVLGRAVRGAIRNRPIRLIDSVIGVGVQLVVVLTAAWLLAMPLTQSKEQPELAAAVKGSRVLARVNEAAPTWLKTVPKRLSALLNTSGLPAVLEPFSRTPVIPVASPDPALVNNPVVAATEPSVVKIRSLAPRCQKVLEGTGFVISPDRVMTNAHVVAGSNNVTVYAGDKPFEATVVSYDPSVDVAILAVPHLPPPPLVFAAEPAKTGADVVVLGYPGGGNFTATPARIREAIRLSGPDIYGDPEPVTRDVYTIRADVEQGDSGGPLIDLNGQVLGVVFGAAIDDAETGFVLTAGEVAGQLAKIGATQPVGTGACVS
FadD28 binding: inhibitors of FadD28 bisubstrate probe binding, primary screen, biochemical, fluorescence polarization, single point. inhibition, % at 12.5 µM. actives 0.22% (n = 360,000); in the data active means inhibition above about 8.5%, passing the limit was not always enough; inconclusive means no clear call, values can overlap the other calls
GDH-TPI counter: GDH-TPI coupling enzyme inhibitors, primary screen, artefact control for M. tuberculosis FBA inhibitor project, biochemical, absorbance, full deck; GDH-TPI coupled enzyme counterscreen, NADH absorbance; inhibition, % at 4.8 µM; actives 1.2% (n = 360,000); AID 588335, 2011; in the data active means inhibition above about 30%;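 further: 0% = DMSO wells and 100% = wells lacking the enzyme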
FBA Mtb inh: Mtb FBA enzyme inhibitors, primary screen, biochemical, fluorescence, strain H37Rv | Fructose-bisphosphate aldolase (Mycobacterium tuberculosis (strain ATCC 25618 / H37Rv)), … | purified M. tuberculosis FBA, fluorescence read-out | inhibition, % at 1 µM | actives 2.3% (n = 360,000) | AID 588726, 2011; in the data active means inhibition above about 27%;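 further: 0% = vehicle and 100% = reference inhibitor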
Target sequence (P9WQA3 whole entry, looked up): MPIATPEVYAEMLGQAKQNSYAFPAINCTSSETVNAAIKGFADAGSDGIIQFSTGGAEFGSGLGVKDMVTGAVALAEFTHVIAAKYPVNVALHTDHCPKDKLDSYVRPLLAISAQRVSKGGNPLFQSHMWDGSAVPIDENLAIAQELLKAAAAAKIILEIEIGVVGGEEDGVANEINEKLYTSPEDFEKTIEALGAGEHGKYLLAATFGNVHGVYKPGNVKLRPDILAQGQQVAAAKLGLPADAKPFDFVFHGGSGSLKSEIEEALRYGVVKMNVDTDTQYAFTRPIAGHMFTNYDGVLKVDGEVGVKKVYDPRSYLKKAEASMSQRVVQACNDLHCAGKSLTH
Mtb BioA inh: M. tuberculosis BioA enzyme inhibitors, primary screen, biochemical, plate reader, single point, HTS; inhibition, % at 9.99 µM; purified M. tuberculosis BioA enzyme; 7,8-diaminopelargonic acid synthase BioA (Mycobacterium tuberculosis); actives 0.096% (n = 360,000); in the data active means inhibition above about 40%; inconclusive means no clear call, values can overlap the other calls
The depositor's hits bear a star; ? = inconclusive; . = no result given; & = joins results of further samples.

SMILES	MazEF act	Mtb UGM inh	PrPC surface inh	BoNT-F LC inh	Rv3671c protease	FadD28 binding	GDH-TPI counter	FBA Mtb inh	Mtb BioA inh
CCC(=O)N1CCc2cc(Br)c(S(=O)(=O)NCCN3CCCCC3CC)cc21 (stereo unspecified)	11	.	-7	-3	.	-2.8	-3	-3	.
CCCCNC(=O)Nc1ccccn1	4	2.1	-3	-5	-1	-3.5	2	0	0.1
Cc1nc2ccccc2c(=O)n1NC(=O)c1cccnc1Cl	3	-1.7	6	-5	4	-0.1	-2	2	.
COCCNC(=S)N1CCC(C(=O)c2ccc(Cl)cc2)CC1	-5	.	3	-1	.	-3.7	6	-4	4.0
CCN(CC)CCCNC(=O)c1cn(CC)c2cc(N3CCN(C(=O)c4ccco4)CC3)c(F)cc2c1=O	14	1.6	3	1	-3	0.7	20	54*	5.3
C=CC[C@@H](CC(=O)N[C@@H](CO)Cc1ccccc1)C(=O)NC[C@@H](OC(=O)[C@@H](CC=C)CC(=O)OC(C)(C)C)c1ccccc1	-3	5.9	-8	6	2	-1.0	-5	-3	-0.4
CSc1cccc(NC(=O)C2CCCN2S(=O)(=O)c2ccc3c(c2)CCC(=O)N3)c1 (stereo unspecified)	6	-4.5	0	3	9	-32	-4	1	-2.4
Cc1ccc(C2NC(=O)Cc3ccccc32)cc1 (stereo unspecified)	247*	-1.3	2	-8	1	-1.6	6	2	.
COc1ccc(N2CCN(C(=O)c3ccc(CNS(=O)(=O)c4ccc(C)cc4)cc3)CC2)cc1	0	2.0	4	-8	-10	-3.1	-4	0	-1.0
CC(=O)N1CCN(C(=S)NCCc2ccccc2)CC1	2	-6.1	8	0	-23	-2.2	5	0	.
CN1CCN(S(=O)(=O)c2ccc(N3CCN(c4ccccc4Cl)CC3)nc2)CC1	0	-5.9	-7	-10	0	-2.2	4	-2	0.5
CC(C)n1ncc2c(C(=O)Nc3cccc(S(=O)(=O)N(C)C)c3)cc(C3CC3)nc21	5	0.8	9	-4	-32	-3.2	10	1	0.6
Cc1ccc(C(=O)Nc2nccs2)s1	7	4.1	8	-14	0	-1.5	4	2	-1.8
COc1ccc(C(=O)OCC(=O)Nc2c(C)n(C)n(-c3ccccc3)c2=O)cc1OC	5	.	-5	2	12	-2.8	2	0	.
O=C(CSc1ncccn1)N1CCN(C(=O)CSc2ncccn2)CC1	-1	1.3	-1	2	-2	-0.3	3	0	.
Cc1ccnc(NC(=O)CCC(=O)N(CC(=O)NCc2ccc(F)cc2)c2ccc(F)cc2)c1	2	1.7	-2	14	0	-0.1	0	0	-0.1
CN1C(=O)CC(NNC(=O)c2ccccc2)C1=O (stereo unspecified)	2	0.3	-4	-8	-8	1.3	4	0	-0.1
Cc1ccc(-c2nnc(-c3cccnc3)o2)cc1	-1	-0.5	0	56*	-7	-1.5	4	10	19
COc1ccc(S(=O)(=O)N(C)c2ccc(C(=O)NC3CC3)cc2)cc1	-8	-1.7	-3	3	4	-3.9	2	-1	-0.2
CCCC(=O)c1ccc(N2CCCCCC2)c(F)c1	12	.	3	8	-11	-0.7	20	1	-1.3
COc1ccc(C(=O)OCC(O)COC(=O)c2ccc(OC)cc2)cc1	7	-0.6	-3	-27	-3	-5.7	-10	0	1.3
CCOc1ccccc1C1CC(c2cccc(NS(C)(=O)=O)c2)=NN1C(=O)c1ccccc1 (stereo unspecified)	-2	-1.0	4	6	-2	-1.6	2	3	1.2
CCN1C(=O)c2cccc3c(S(=O)(=O)N(C(C)=O)c4ccc(OC(C)=O)cc4)ccc1c23	2	3.1	-14	-17	-7	-4.7	12	53*	0.4
COc1ccc2[nH]c(C(=O)N(C)c3ccc(F)cc3F)cc2c1	2	-0.6	0	?	2	-0.6	7	0	.
CCn1c(=O)n(CC)c2cc(N3CCCC3)c(NC(=O)c3ccc(C)cc3)cc21	4	-1.7	9	-2	0	-2.3	16	4	27

Filtered by structure: those above containing an aryl thioether with sulfur outside any ring (2)
SMILES	MazEF act	Mtb UGM inh	PrPC surface inh	BoNT-F LC inh	Rv3671c protease	FadD28 binding	GDH-TPI counter	FBA Mtb inh	Mtb BioA inh
CSc1cccc(NC(=O)C2CCCN2S(=O)(=O)c2ccc3c(c2)CCC(=O)N3)c1 (stereo unspecified)	6	-4.5	0	3	9	-32	-4	1	-2.4
O=C(CSc1ncccn1)N1CCN(C(=O)CSc2ncccn2)CC1	-1	1.3	-1	2	-2	-0.3	3	0	.

The main list resumes, repeating the 3 entries before the break.
SMILES	MazEF act	Mtb UGM inh	PrPC surface inh	BoNT-F LC inh	Rv3671c protease	FadD28 binding	GDH-TPI counter	FBA Mtb inh	Mtb BioA inh
CCN1C(=O)c2cccc3c(S(=O)(=O)N(C(C)=O)c4ccc(OC(C)=O)cc4)ccc1c23	2	3.1	-14	-17	-7	-4.7	12	53*	0.4
COc1ccc2[nH]c(C(=O)N(C)c3ccc(F)cc3F)cc2c1	2	-0.6	0	?	2	-0.6	7	0	.
CCn1c(=O)n(CC)c2cc(N3CCCC3)c(NC(=O)c3ccc(C)cc3)cc21	4	-1.7	9	-2	0	-2.3	16	4	27
O=C(c1cccc(Cl)c1)N1CCC(=O)N(C(COCc2cccc(Cl)c2)Cc2ccccc2)CC1 (stereo unspecified)	1	1.9	2	-5	-6	-1.5	4	-4	-1.7
CCNC(=O)C1CCCN(C(=O)c2ccc3c(c2)OCO3)CC1 (stereo unspecified)	.	.	5	-5	.	-3.0	-2	-3	-0.2
FC(F)(F)c1cccc(NCc2n[nH]c(=S)n2C2CCCCC2)c1	5	4.2	7	4	-7	-1.5	3	6	.
COc1ccc(OC)c(NC(=O)CCN2CC(C)OC(C)C2)c1 (stereo unspecified)	0	1.1	-2	-7	0	-3.0	-10	-2	-3.9
CCCCn1c(N)c(N(CCOC)C(=O)c2cc(S(=O)(=O)N3CCOCC3)ccc2F)c(=O)[nH]c1=O	4	-0.7	2	18	-4	1.3	1	4	.
CN(CC(=O)Nc1sccc1C(N)=O)S(=O)(=O)c1ccc(Cl)cc1	-7	1.8	-4	-10	2	-2.2	2	1	-0.9
COc1ccc(CCNC(=S)NCCc2ccc(OC)c(OC)c2)cc1OC	6&7	0.1	5&11	-7&-1	2	-1.9&-0.9	6&2	0&0	0.5&-0.9
Cc1ccc(CNC(=O)CSc2nnc(CNC(=O)c3ccc(F)cc3)o2)cc1	6	.	1	2	.	-1.1	0	1	-0.8
CCN(c1ccccc1)S(=O)(=O)c1cccc(C(=O)NCC(c2cccs2)N(C)C)c1 (stereo unspecified)	14	4.9	-6	-1	4	-1.6	4	-1	.
Cc1c(NC(=O)Cn2ccc([N+](=O)[O-])n2)c(=O)n(-c2ccccc2)n1C	-20	0.5	-1	-6	1	-2.5	12	4	-1.6
O=C(c1ccc(CS(=O)Cc2ccc(Cl)cc2)o1)N1CCN(c2cccc(Cl)c2)CC1 (stereo unspecified)	3	-1.8	8	-2	-1	-8.5	-4	1	2.7
CC(C)c1ccc(NC(=O)C2CC(=O)N(C(C)C)C2)cc1 (stereo unspecified)	4	0.8	-7	?	1	-3.9	2	-13	-0.1
Cc1cccc(NC(=O)CCS(=O)(=O)c2ccc(Br)cc2)c1	0	1.1	8	-16	7	0.9	6	3	-1.1
Cc1cc(C)nc(N(C#N)CN2C(=O)c3ccccc3C2=O)n1	-6	-0.7	.	-30	8	-2.0	1	1	-0.8
CN(CC(=O)Nc1cccc([N+](=O)[O-])c1)S(=O)(=O)c1ccccc1	2	0.9	-10	-7	0	-0.4	-2	7	.
Cc1ccc(S(=O)(=O)NCCOc2nc(N(C)C)nc(N(C)C)n2)cc1	11	-0.2	5	-2	-1	-1.1	16	2	1.9
O=C(COCC(=O)N/N=C/c1ccc(F)cc1)N/N=C/c1ccc(F)cc1	-1	-1.2	-5	-6	1	-3.6	-6	-1	-1.2
COC(=O)c1oc2ccc(Cl)cc2c1N	5	1.2	-4	4	-16	-1.0	15	67*	-0.6
S=C(Nc1ccc2cn[nH]c2c1)Nc1ccccc1Cl	4	-0.6	-2	-1	3	-3.5	-8	5	.
CCC(C)(c1nnnn1-c1c(C)cccc1C)N(N=O)c1ccccc1Cl (stereo unspecified)	5	0.2	5	-2	-10	-0.8	-3	-1	.
O=C(N/N=C/c1cccc(F)c1)c1c(O)c2ccccc2[nH]c1=O	2	-1.7	-3	0	4	-2.8	2	-2	.
CCOC(=O)N1CCN(CC(O)COc2c(C)cc(C)cc2C)CC1 (stereo unspecified)	-3	-0.4	-8	-3	-1	.	-1	3	-0.3
CC(C)c1ccc(NC(=O)[C@@H](C)NC(=O)[C@@H]2Cc3ccccc3CN2)cc1	4	0.5	7	-1	-6	-0.2	-2	-1	.
C=CCS/C(N)=N\N=C\c1cc(Br)cc([N+](=O)[O-])c1O	3	1.2	2	-6	3	2.4	3	-3	1.0
COc1ccc(CN2CCN(C(=O)C3CC(=O)N(C4CCCCCC4)C3)CC2)c(OC)c1OC (stereo unspecified)	0	-3.4	6	4	3	-0.7	7	1	-1.2

(list continues)
SMILES	MazEF act	Mtb UGM inh	PrPC surface inh	BoNT-F LC inh	Rv3671c protease	FadD28 binding	GDH-TPI counter	FBA Mtb inh	Mtb BioA inh
COc1cccc(/C=N\NC(=O)c2ccc(C)nc2)c1	0	-1.0	-6	?	8	-3.3	9	-3	2.0
CCn1c(SCC(=O)Nc2nonc2C)nnc1-c1ccoc1C	-3	-0.9	-2	10	-3	0.0	5	-1	-3.2
Cc1[nH]c2ccc(-c3nnc(SCC(=O)N4CCCc5ccccc54)o3)cc2c1C	11	-0.2	-3	0	-11	0.5	2	2	-1.3
CCOc1ccccc1C(=O)NCCc1cnc[nH]1	7	0.1	-1	-25	3	0.0	-7	1	0.4
CC1CC(C)CN(C(=O)C2CCN(S(=O)(=O)N3CCC4(CC3)OCCO4)CC2)C1 (stereo unspecified)	3	2.3	1	3	-4	-0.6	0	0	-0.8
CCC(c1nnnn1Cc1ccccc1)N1CCC(n2c(=O)[nH]c3ccccc32)CC1 (stereo unspecified)	.	.	0	-1	.	-2.6	.	-1	2.2
CCc1nc2ccc(C(=O)NCCN3CCNC3=O)cn2c1N(CC)CCOC	.	.	0	-4	.	-2.6	0	-1	-1.9
COc1ccc(C[C@H]2c3cc(O)c(OC)cc3CC[N+]2(C)[O-])cc1O (stereo partly specified)	7	-0.7	-3	-10	5	-4.3	10	24	-1.1
Cc1cc(C)c(-n2nnnc2SC(C)C)c(C)c1	-7	-1.8	5	-5	-1	-0.4	5	1	.
O=C(COc1ccc(Cl)cc1Cl)OCn1nnc2ccccc2c1=O	5	-0.3	0	-11	3	-0.4	-3	-1	-0.7
CCn1cc(C(C)NC(=O)COc2ccc(Cl)cc2C)c(C)n1 (stereo unspecified)	-2	-1.9	5	-6	-3	0.4	1	-1	.
CN(CC(=O)Nc1cccc(F)c1)C(=O)C1CC(=O)N(Cc2ccco2)C1 (stereo unspecified)	3	1.6	3	-1	1	-1.9	11	1	.
CC(=O)N1c2ccc(S(=O)(=O)N(C)CC(=O)N3CCCC3)cc2CC1C (stereo unspecified)	8	-1.8	.	4	-1	0.7	3	-3	-2.9
CC(=O)Nc1cc(C(=O)O)ccc1S(=O)(=O)c1ccc(Cl)cc1	5	-1.7	-3	4	5	0.4	-1	3	-6.1
COc1ccc(CNCc2cc(C)c(OC)cc2C)c(OC)c1	12	1.6	0	-18	4	-0.5	8	3	0.1
COCCNC(=O)c1cc(S(=O)(=O)N2CCC3(CC2)OCCO3)ccc1F	5	.	4	-3	.	-0.3	-1	3	0.5
CC12CCC(=O)C=C1CCC1C2CCC2(C)C1CCC2(O)CC#N (stereo unspecified)	-13	.	5	0	.	-3.4	13	2	0.8
O=C(NCCCN1CCCC1=O)c1cccc(NS(=O)(=O)c2ccccc2)c1	0	0.4	8	-6	12	-3.1	3	-2	0.3
CCOC(=O)c1sc(NC(=O)c2ccccc2OC)nc1C	9	-2.8	-2	5	-9	-2.3	8	7	-1.2
CC(=O)c1cccc(NC(=S)NC(=O)c2ccc(C)cc2)c1	-2	2.2	4	-7	-5	-0.6	2	1	.
